Compound activity (PubChem BioAssay)
CBFb RUNX1 block: inhibitors of human CBF-beta and RUNX1 interaction. Q01196+Q13951. AlphaScreen CBFb-His/RUNX1-biotin binding, biochemical. Potency, µM (titrated, usually from 59.8 µM), for the others: at the top dose activity, negative = inhibition, hits mostly inhibitors. 230,000 tested, under 10 active; note: % of control where 0% means no effect
Target sequence (Q01196 whole entry, looked up): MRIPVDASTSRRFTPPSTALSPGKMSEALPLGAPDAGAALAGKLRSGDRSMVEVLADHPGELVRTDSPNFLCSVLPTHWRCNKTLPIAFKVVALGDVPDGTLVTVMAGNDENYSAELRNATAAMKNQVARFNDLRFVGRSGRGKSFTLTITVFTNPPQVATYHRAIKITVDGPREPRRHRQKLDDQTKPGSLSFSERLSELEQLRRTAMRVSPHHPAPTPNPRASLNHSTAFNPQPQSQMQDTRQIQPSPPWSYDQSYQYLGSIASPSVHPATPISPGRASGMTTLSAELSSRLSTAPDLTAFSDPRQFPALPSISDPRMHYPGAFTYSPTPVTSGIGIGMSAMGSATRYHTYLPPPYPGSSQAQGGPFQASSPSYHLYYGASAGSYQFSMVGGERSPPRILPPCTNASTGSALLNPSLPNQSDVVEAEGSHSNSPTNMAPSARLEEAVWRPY
Target sequence (Q13951 whole entry, looked up): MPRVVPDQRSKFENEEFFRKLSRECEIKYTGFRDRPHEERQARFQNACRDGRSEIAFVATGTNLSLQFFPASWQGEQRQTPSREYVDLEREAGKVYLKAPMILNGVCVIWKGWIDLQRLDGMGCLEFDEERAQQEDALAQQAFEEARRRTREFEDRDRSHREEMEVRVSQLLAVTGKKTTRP
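CBFb-His/RUNX1-biotin, 30 nM each, preincubated 20 min RT; compound 15 min RT; Ni + streptavidin beads 50 ng each, 90 min RT; AlphaScreen read.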
NPSR antagonist: neuropeptide S receptor (human) antagonism, cAMP | CHO-NPSR cells, cAMP TR-FRET, antagonist mode | AID 1461 | Q6W5P4 | Potency, µM (highest dose often 38.3 µM), for inactives: at the top dose activity change, negative = inhibition, actives largely listed as inhibitors | actives 1% (n = 220,000); note: potency is the fitted concentration of half-maximal effect; % is set by controls: 0 for no effect and ±100 for the full control effect; nearly all actives have a fitted effect of over 50% in size; many of its hits are not listed in these tables
Tau FP inhib: tau fibrillization inhibition (FP); K18 P301L tau heparin fibrillization, Alexa594 FP, 6 h; P10636; actives 0.39% (n = 280,000); Potency, µM (highest dose often 57.7 µM), inactives show at the top dose activity, negative = inhibition, most hits filed as inhibitors; AID 1468; note: potency is the fitted concentration of half-maximal effect; % is set by controls: 0 for no effect and ±100 for the full control effect; nearly all actives have a fitted effect of over 55% in size
Target sequence (P10636 561-689 P618L limits assumed): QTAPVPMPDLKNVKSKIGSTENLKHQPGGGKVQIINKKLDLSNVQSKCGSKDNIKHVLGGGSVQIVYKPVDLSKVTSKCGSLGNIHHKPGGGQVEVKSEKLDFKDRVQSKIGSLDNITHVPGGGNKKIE
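Steps: dispense K18 P301L tau (15 uM plus 0.24 uM Alexa 594 tracer, final) in pH 7 sodium acetate; add compound; add heparin (20 uM final); incubate 6 hr, 37 C; add ThT (30 uM final); after 1 hr ambient, read FP.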
TexasRed fluor: counter-screen for TRb-SRC2 inhibitors: fluorescence interference; TRb/SRC2 Texas Red total fluorescence interference; Potency, µM (series often up to 106 µM), for inactives: top-dose fluorescence change, negative = quenching; actives 0.29% (n = 280,000); AID 1479; active = well fitted curve in either direction with a large enough effect; inconclusive = small, poorly fitted or top-dose-only effect; note: potency is the fitted concentration of half-maximal effect; % is set by controls: 0 for no effect and ±100 for the full control effect
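Human TRβ ligand-binding domain (0.6 uM) and Texas Red SRC2 peptide (20 nM) in Tris buffer with 1 uM T3 and 5% DMSO were incubated with pinned compound for 5 hr at ambient temperature. Total fluorescence was computed as S + 2P (555/632 nm).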
TRb SRC2 PPI: TRbeta-SRC2 interaction inhibition; TRbeta-SRC2 peptide binding, fluorescence polarization; receptor liganded with 1 µM T3; actives 0.065% (n = 280,000); P10828; Potency, µM (series often up to 106 µM), inactives show top-dose activity change, negative = inhibition, actives largely listed as inhibitors; AID 1469;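 note: potency is the fitted concentration of half-maximal effect; plate controls were bound peptide for no effect and peptide without receptor for full effect; nearly all actives have a fitted effect of over 50% in size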
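Quantitative HTS by FP: 0.6 uM TRb LBD, 20 nM labeled SRC2 20-mer, 1 uM T3, 5% DMSO; 5 hr ambient incubation; % activity per concentration and potencies from concentration series.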
Epigenetic derep: regulators of epigenetic silencing causing reporter derepression in mouse cells; murine LDR cells, GFP reporter derepression, 30 h; Potency, µM (titrated, usually from 53.9 µM), without a hit: at the top dose GFP activation, hits mostly activators; actives 0.2% (n = 280,000); note: potency is the fitted concentration of half-maximal effect; % of control where 0% means no effect; nearly all actives have a fitted effect of over 60% in size
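Readout is the number of GFP-expressing murine LDR cells, counted by cytometry following washing. Cells were treated with compound for 30 h at 37 C; the stably integrated CMV-GFP locus is normally silent.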
GLA spleen mod: inhibits or activates alpha-galactosidase in human spleen homogenate. P06280. human spleen homogenate, 4MU-alpha-Gal fluorescence, 40 min. Potency, µM (titrated, usually from 80 µM), without a hit: at the highest dose activity change, negative = inhibition, hits mostly inhibitors. actives 0.008% (n = 240,000). AID 2107;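 note: potency is the fitted concentration of half-maximal effect; 0% = enzyme with vehicle and -100% = no enzyme basal signal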
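Spleen homogenate 1 ug + cpd (titration) + 4-MU-alpha-D-galactopyranoside 1 mM; 37C 40 min; 50 mM citrate/phosphate pH 5.0, 0.01% Tween-20; stop pH 10; fluorescence 365/440; AC50 via Hill.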
Tau fluor cs: counter-screen for tau fibril formation inhibitors; tau K18 P301L (four-repeat tau fragment) Alexa594 fluorescence, heparin fibrillization; Potency, µM (doses to about 57.7 µM), for the others: at the highest dose activity change, negative = decrease; actives 0.93% (n = 280,000); AID 1463; note: potency is the fitted concentration of half-maximal effect; % is set by controls: 0 for no effect and ±100 for the full control effect; nearly all actives have a fitted effect of over 55% in size
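Human K18 P301L tau (15 uM unlabeled plus 0.24 uM Alexa 594-labeled, final) in 100 mM sodium acetate pH 7 was mixed with compound and 20 uM heparin and incubated 6 hr at 37 C.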
An asterisk follows results filed as active; ? = inconclusive; . = not tested or not shown; & = joins results of further samples; [ ] = another dose, or the depositor's remark. Unless noted, calls come from the whole dose curve; as a rule, active = well fitted curve in the direction sought with a large enough effect; inconclusive = small, poorly fitted or top-dose-only effect, or another doubt; inactive = no such curve, though single readings can be large; an effect the other way counts as inactive or inconclusive.

Compound	CBFb RUNX1 block	NPSR antagonist	Tau FP inhib	TexasRed fluor	TRb SRC2 PPI	Epigenetic derep	GLA spleen mod	Tau fluor cs
O=C(C1=NNCC1c1ccccc1)C1OC1c1ccccc1 (stereo not given)	-2%	-34%	1%	0%	3%	-1.2%	-5%	-16%
COc1ccc(OCC(=O)Nc2nnc(S(=O)(=O)N3CCCCCC3)s2)cc1	.	.	4%	2%	-11%	11%	.	?
CSc1ccc(/C=N/Nc2cccc(C(=O)O)c2)cc1	?	-5%	-2%	-15%	-7%	-2.2%	1%	-27%
CCC(C(=O)Nc1ccc(C(=O)OC)cc1)n1c(=O)c(-c2ccccc2NC(C)=O)nc2ccccc21 (stereo not given)	.	.	10%	-2%	-3%	1.2%	.	9%
C=CCC1(Cl)C(=O)C(Cl)=C(N2CCOCC2)C1(OC)OC (stereo not given)	?	10%	-8%	-2%	2%	-4.3%	-9%	-1%
C=CCc1cc(OC)ccc1OCC(O)CN1CCN(c2ccc(OC)cc2)CC1 (stereo not given)	-27%&-22%	-8%[46.1 µM]	-3%&5%	0%&-1%	-12%&5%	-0.8%&1.8%	-12%&0%	-29%&-18%
O=c1[nH]nc(CNc2ccc(Cl)cc2Cl)c2ccccc12	-12%	-28%	-14%	1%	-6%	0.0%	3%	-13%
COc1ccccc1CNC(=O)C1CC(c2c(Cl)cccc2Cl)=NO1 (stereo not given)	8%	-7%[46.1 µM]	0%	-7%	2%	0.0%	-2%	-9%
Nc1nc(SCC(=O)Nc2cccc(S(=O)(=O)N3CCCCCC3)c2)n[nH]1	5%	11%	0%	3%	5%	-1.2%	10%	3%
Cc1ccc(Nc2nc(C)nc3c2oc2ccccc23)cc1	6%	?	-15%	-1%	-4%	3.0%	0%	?
O=C1COc2ccc(C(=O)COC(=O)CCc3ccc(S(=O)(=O)N4CCOCC4)cc3)cc2N1	-3%	-15%[46.1 µM]	1%	-8%	7%	0.0%	6%	-8%
COc1ccccc1-c1nnc(NC(=O)OCC(C)C)s1	14%	-14%[46.1 µM]	-3%	-2%	-6%	-0.1%	2%	1%
COC(=O)c1cc(NCc2c(F)cccc2Cl)ccc1N1CCOCC1	3%	-23%[46.1 µM]	12%	1%	-6%	0.9%	2%	-16%
CC1CCN(Cc2c(O)ccc3c(=O)c(-c4ccc(Cl)cc4)c(C(F)(F)F)oc23)CC1	.	.	-6%	-14%	-3%	0.0%	.	-6%
COc1ccc(-c2nnc(CSc3ncnc4sc5c(c34)CCC5)o2)cc1OC	-2%	-11%[46.1 µM]	9%	-2%	5%	-0.9%	4%	-11%
COc1ccc(Nc2cc(C)nc3ncnn23)c(OC)c1	-3%	-6%[46.1 µM]	3%	0%	-15%	-4.1%	0%	-3%
CCOC(=O)C1(Cc2ccccc2Cl)CCN(S(=O)(=O)N(C)C)CC1	11%	48%	0%	-1%	-1%	-1.2%	1%	-22%
CCN(CCCNC(=O)c1[nH]c(C)c(C(C)=O)c1C)c1cccc(C)c1	-5%	-4%[46.1 µM]	?	3%	2%	-0.5%	3%	?
COc1ccccc1NC(=O)Cn1cnc2ccc(S(=O)(=O)N3CCC(C)CC3)cc2c1=O	.	.	-8%	1%	6%	-1.1%	.	?
CCc1ccc(N2CCn3c2nc2c3c(=O)n(C/C=C/c3ccccc3)c(=O)n2C)cc1	.	.	-5%	-13%	3%	0.0%	.	6%
Cc1nc(C(=O)Nc2ccc(F)cc2)nn1-c1ccc([N+](=O)[O-])cc1	-6%	-7%[46.1 µM]	-3%	-4%	-4%	0.0%	2%	-15%
Cc1c(Cl)c([N+](=O)[O-])nn1CCCC(=O)NC(C)c1ccccc1 (stereo not given)	1%	6%	14%	0%	-2%	0.8%	-2%	-7%
CC1(C)C2CC[C@@]1(C)C(=O)C2	9%	.	0%	1%	4%	1.1%	2%	-5%
Cc1ccc2ccc3cc(C(=O)Nc4ccc(C)c(F)c4)nc3c2[nH]1	.	.	?	-9%	3%	7.6%	.	-18%
COc1ccc(CC(=O)NC(C)c2nnc(SCC(=O)c3ccc(OC)cc3)n2C)cc1 (stereo not given)	7%	-19%	12%	-5%	7%	0.5%	5%	6%
Clc1ccccc1OCc1nn[nH]n1	8%	3%	-13%	-1%	-2%	1.0%	6%	-14%
CN(C)N1C(N)=C(C#N)C(c2cccs2)C2=C1CCCC2=O (stereo not given)	5%	6%	1%	-1%	-3%	0.5%	1%	-10%
COC(=O)c1ccc(Oc2nc(Nc3ccc(F)cc3)nc(N3CCCC3)n2)cc1	2%	?	-9%	4%	-5%	0.0%	-2%	-8%
Cc1cc(NS(=O)(=O)c2ccc3nc(-c4ccccc4)[nH]c3c2)ccc1Br	.	.	7.9µM*	-1%	6%	-0.3%	.	?
Cc1nn(C)cc1S(=O)(=O)N1CCN(Cc2ccccc2Cl)CC1	-7%	2%	0%	0%	0%	-0.1%	-3%	-2%
C=CCNC(=S)NNC(=O)c1ccc(OCC(C)C)cc1	6%	-10%[46.1 µM]	0%	1%	9%	9.8%	-3%	-10%
O=S(=O)(NC1=NCCC1)c1cccc(NS(=O)(=O)c2ccc(OC(F)(F)F)cc2)c1	-10%	0%	3%	0%	11%	-0.9%	-1%	-6%
CN(C)S(=O)(=O)Oc1cccc(C(=O)Nc2cccc(Cl)c2)c1	0%	-6%[46.1 µM]	?	-8%	2%	-1.1%	-3%	?
Cc1ccc(CCNC(=O)C2CC(c3ccc(C(F)(F)F)cc3)=NO2)cc1 (stereo not given)	16%	16%	-2%	-1%	4%	-1.9%	0%	7%
O=C(CC12CC3CC(CC(C3)C1)C2)Nc1ccccc1N1CCOCC1	16%	-58%	7%	0%	2%	-1.1%	2%	0%
CC(C)c1onc(C(=O)N(C)Cc2ccccc2)c1[N+](=O)[O-]	7%	29%	4%	1%	12%	-3.2%	6%	0%
CCOc1cc(C2NC(=O)NC(c3ccccc3)=C2C(C)=O)ccc1OC(C)=O (stereo not given)	-3%	-33%	3%	-2%	5%	4.0%	-7%	1%
CCc1cc(-c2[nH]ncc2-c2ccc3c(c2)OCO3)c(O)cc1O	-27%	-10%[46.1 µM]	?	-2%	3%	-1.7%	-4%	14µM*[quencher]
COc1ccc(OC)c(C(c2nnnn2C2CCCC2)N2CCN(c3ccccc3F)CC2)c1 (stereo not given)	-5%	?	2%	-3%	-1%	-0.4%	-4%	-5%
CCOc1cc(C(=O)N2CCN(c3ccccc3)CC2)cc(OCC)c1OCC	0%	-12%[46.1 µM]	3%	0%	-2%	0.0%	-1%	3%
NC(=O)C1CC(=O)N(c2ccc(OCc3ccccc3Cl)cc2)C1 (stereo not given)	4%	5%	-1%	0%	1%	0.0%	-2%	-13%
OC(CNC1CCCC1)COCCOc1ccc(Br)cc1 (stereo not given)	9%	0%	-3%	1%	3%	1.7%	2%	-21%
Cc1csc(NC(=O)c2cc(=O)[nH]c3ccccc23)n1	8%	39%	-13%	-3%	-3%	0.0%	7%	-11%
CC(=O)NNc1nc(-c2ccccc2)cs1	-8%	0%	?	-2%	0%	0.2%	-4%	?
c1csc(-c2nnc(NC3CCCCC3)c3ccccc23)c1	-7%	-46%	-2%	-5%	-4%	4.4%	7%	-8%
CCOC(=O)N1CCC(N2C(=O)c3ccccc3C2Nc2ccccc2C)CC1 (stereo not given)	2%	-30%[46.1 µM]	1%	2%	2%	0.0%	-5%	-6%
CC(=O)Nc1ccc(NC(=O)CSc2nnc(C)c(=O)n2N)cc1	4%	-15%	2%	0%	-1%	0.1%	4%	7%
COc1cc(N2CCCC2)c(OC)cc1C=O	4%	43%	-3%	-1%	6%	0.0%	1%	-24%
O=S(=O)(Cc1ccccc1)N1CCc2ccccc2C1	7%	2%[46.1 µM]	-5%	-3%	-1%	3.6%	-6%	-4%
Cc1cc(NC(=O)Cn2c(=O)oc3cc(S(=O)(=O)N4CCCC4)ccc32)ccc1Br	.	.	?	-7%	7%	12%	.	-14%
Cc1onc(-c2ccccc2Cl)c1C(=O)N1CCN(c2ncccn2)CC1	3%	-10%	-4%	0%[53 µM]	11%[53 µM]	-6.4%	2%	-3%
COc1cc(C(=O)Nc2cc3c(cc2C)n(C)c(=O)c(=O)n3C)cc(OC)c1OC	.	.	4%	-2%	-8%	-0.5%	.	-8%
COc1cccc(NC(=O)N2CCCC2C(=O)Nc2ccc3c(c2)OCCO3)c1 (stereo not given)	2%	18%	3%	-1%	-8%	7.9%	-21%	0%
Nc1c(C(=O)Nc2ccc(C(F)(F)F)cc2)sc2nc(-c3cccs3)ccc12	.	.	-14%	-2%	2%	9.5%	.	?

Not all compounds are listed. The share of hits here may be higher or lower than overall.
